Screening data from PubChem BioAssay.
PriA SSB inh: K. pneumoniae PriA-SSBct interaction inhibition; AlphaScreen SSBct-PriA binding, biotinylated peptide; inhibition, % at 33 µM; actives 0.6% (n = 430,000); in the data active = inhibition mostly above about 37%, no sharp cut-off; inactive = mostly below about 20%;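 note: plate controls were negative control peptide for no effect and reference peptide for full effect; strong numbers were not always called active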
Anthrax LF prot: blocks Bacillus anthracis lethal factor protease; P15917; multiplex microsphere protease cleavage assay, LF; inhibition, % at 10 µM; actives 0.12% (n = 360,000); AID 588501; in the data active = inhibition above about 30%; note: plate controls were buffer without enzyme for full effect and enzyme alone for no effect
Target sequence (P15917 whole entry, looked up): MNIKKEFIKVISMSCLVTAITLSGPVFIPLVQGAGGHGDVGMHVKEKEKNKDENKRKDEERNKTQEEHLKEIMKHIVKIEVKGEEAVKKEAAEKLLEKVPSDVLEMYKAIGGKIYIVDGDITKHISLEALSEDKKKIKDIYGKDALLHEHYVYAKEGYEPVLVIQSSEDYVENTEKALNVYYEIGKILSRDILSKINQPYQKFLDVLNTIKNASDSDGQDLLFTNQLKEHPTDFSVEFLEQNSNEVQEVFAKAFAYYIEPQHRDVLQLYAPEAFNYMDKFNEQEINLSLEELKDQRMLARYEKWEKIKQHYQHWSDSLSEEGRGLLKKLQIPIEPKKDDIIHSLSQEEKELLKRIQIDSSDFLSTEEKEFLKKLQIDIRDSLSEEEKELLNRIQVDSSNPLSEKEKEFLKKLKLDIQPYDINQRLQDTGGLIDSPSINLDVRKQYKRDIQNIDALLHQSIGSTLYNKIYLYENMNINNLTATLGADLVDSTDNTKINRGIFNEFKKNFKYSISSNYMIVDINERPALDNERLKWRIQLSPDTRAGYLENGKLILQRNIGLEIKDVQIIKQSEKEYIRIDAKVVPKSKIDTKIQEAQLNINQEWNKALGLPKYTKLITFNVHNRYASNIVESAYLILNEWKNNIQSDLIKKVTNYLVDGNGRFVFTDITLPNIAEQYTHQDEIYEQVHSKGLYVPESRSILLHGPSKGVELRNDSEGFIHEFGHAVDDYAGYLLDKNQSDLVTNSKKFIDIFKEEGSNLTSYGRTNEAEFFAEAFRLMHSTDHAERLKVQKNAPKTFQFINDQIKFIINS
VHR inh abs: DUSP3 (human) phosphatase inhibition; recombinant VHR phosphatase, pNPP absorbance; inhibition, % at 13.3 µM; P51452; actives 0.52% (n = 290,000); in the data active = inhibition above about 50%; note: some compounds called inactive have numbers as strong as hits
Yp Topo-I inh: inhibitors of Yersinia pestis topoisomerase I; Y. pestis Topo-I cleavage product accumulation, plate reader; activity, % at 10 µM; actives 0.064% (n = 360,000); AID 504884; in the data active = activity above about 50%, passing the limit was not always enough; note: inactives centre near 2
MazEF act: activators of E. coli MazEF toxin-antitoxin RNase. AID 504720. FAM/BHQ RNA-DNA oligo cleavage fluorescence, 5 h. actives 0.32% (n = 350,000). activation, % at 20 µM. P0AE70; in the data active = activation above about 50%
Target sequence (P0AE70 whole entry, looked up): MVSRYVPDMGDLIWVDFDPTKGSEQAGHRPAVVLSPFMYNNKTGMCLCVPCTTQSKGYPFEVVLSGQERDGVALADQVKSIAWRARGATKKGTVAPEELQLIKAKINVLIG
Rv3671c protease: inhibitors of M. tuberculosis serine protease Rv3671c; inhibition, % at 5.96 µM; actives 0.048% (n = 320,000); AID 2606; in the data active = inhibition above about 38%;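 note: extracellular domain of Rv3671c used as enzyme; 0% = enzyme with DMSO and 100% = no enzyme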
TcdB inh: TcdB glycohydrolase inhibition. P18177. TcdB glycohydrolase enzymatic assay, plate reader. inhibition, % at 9.99 µM. actives 0.24% (n = 350,000); in the data active = inhibition above about 10%
PfHsp40 yeast: rescue of PfHsp40-mediated yeast toxicity. S. cerevisiae expressing PfHsp40, growth rescue, ATP luminescence. growth rescue, % at 12.5 µM. actives 0.68% (n = 340,000); in the data active = growth rescue above about 28%, passing the limit was not always enough;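 note: yeast W303a lacking pdr1 and pdr3 grown in galactose medium; growth measured after three days at 30 °C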
3CLpro inhibitor: SARS-CoV 3CLpro protease inhibition; recombinant SARS-CoV 3CLpro, quenched FRET peptide cleavage; inhibition, % at 6 µM; actives 0.14% (n = 290,000); AID 1706; P0C6X7; in the data active = inhibition above about 12%
BH1578 lux ind: quorum light induction in luxS cqsA deficient V. cholerae | V. cholerae BH1578 lux reporter, luminescence, 6 h | activation, % at 18.7 µM | actives 0.16% (n = 350,000) | AID 588436; in the data active = activation mostly above about 9.7%, no sharp cut-off; note: not every result past the cut was called active; inactives centre near 0; reference of the scale not given here
Numbers without * were called inactive; i = inactive; . = no result given; & = joins results of further samples.

Preview:
SMILES	PriA SSB inh	Anthrax LF prot	VHR inh abs	Yp Topo-I inh	MazEF act	Rv3671c protease	TcdB inh	PfHsp40 yeast	3CLpro inhibitor	BH1578 lux ind
COc1ccc2c(c1OC)C(=O)OC2CC(=O)c1ccc(N(C)C)cc1 (stereo unspecified)	4.3	2.9	33.9	10.1	7.8	0.8	.	2.3	-7.0	-0.2
Cc1cc(N2CCOCC2)nc(N2CCOCC2)c1C#N	.	-4.2	.	-4.0	2.9	.	0.6	.	.	-3.7
CC1CCC/C=C/C(=O)c2c(O)cc(O)cc2CC(=O)O1 (stereo unspecified)	.	-2.5	-1.2	-1.5	-23.6	1.7	0.4	1.4	.	-0.4
CC(=O)N1CCN(c2ccc(NC(=O)c3ccc4ccccc4c3)cc2)CC1	-11.5	-1.5	35.3	4.3	7.0	-14.5	0.0	-1.3	-0.3	-0.1

All compounds of this part (from the top)
SMILES	PriA SSB inh	Anthrax LF prot	VHR inh abs	Yp Topo-I inh	MazEF act	Rv3671c protease	TcdB inh	PfHsp40 yeast	3CLpro inhibitor	BH1578 lux ind
COc1ccc2c(c1OC)C(=O)OC2CC(=O)c1ccc(N(C)C)cc1 (stereo unspecified)	4.3	2.9	33.9	10.1	7.8	0.8	.	2.3	-7.0	-0.2
Cc1cc(N2CCOCC2)nc(N2CCOCC2)c1C#N	.	-4.2	.	-4.0	2.9	.	0.6	.	.	-3.7
CC1CCC/C=C/C(=O)c2c(O)cc(O)cc2CC(=O)O1 (stereo unspecified)	.	-2.5	-1.2	-1.5	-23.6	1.7	0.4	1.4	.	-0.4
CC(=O)N1CCN(c2ccc(NC(=O)c3ccc4ccccc4c3)cc2)CC1	-11.5	-1.5	35.3	4.3	7.0	-14.5	0.0	-1.3	-0.3	-0.1
CCN1CCCC1CNC(=O)CN(C)S(=O)(=O)c1ccc(Cl)cc1 (stereo unspecified)	-27.5	1.8	-6.8	0.9	-0.4	-1.2	0.6	1.1	-3.5	i
C/C(=N\NC(=O)c1cccc(Br)c1)c1ccccn1	.	-1.9	46.9	-3.1	0.5	1.8	2.7	-0.4	-5.8	-0.2
Cc1cc(S(=O)(=O)NCc2ccccn2)c(Cl)cc1Cl	-8.8&-8.0	5.0	30.0	1.5	1.0	7.1	1.5	-0.3	0.0	i
COc1ccc(C(=O)Cn2c(=O)c(CCC(=O)O)nn3c4ccccc4nc23)cc1OC	5.9	1.5	-4.1	-0.4	-1.6	-6.8	.	0.3	-5.7	-0.1
CCCCn1c(N)c(N(CCOC)C(=O)CC2CCCCC2)c(=O)[nH]c1=O	-7.3	-1.6	.	-1.6	0.6	.	2.5	0.8	.	i
COc1cccc(NC(=O)CN(C)C(=O)c2cn(-c3ccccc3)nc2-c2cccs2)c1	4.0	1.6	.	1.4	3.2	-20.1	2.2	3.1	.	-0.4
CC1CCCCN1C(=O)Cn1cc(C#N)c2ccccc21 (stereo unspecified)	-15.0	-4.1	22.2	3.6	7.2	9.7	.	-0.3	0.1	-0.6
Cc1cccc(NS(=O)(=O)c2ccc3c(c2)CCN3C(=O)CCC(=O)O)c1	1.1	-3.6	6.9	-0.3	0.6	-1.1	-1.2	-0.1	-3.7	i
Cc1ccc(N2C(=O)C3C4C=CC(CNC(=S)N5CCN(c6ccccn6)CC5)(O4)C3C2=O)cc1 (stereo unspecified)	-7.4	-2.6	6.7	18.8	2.3	-0.2	0.8	5.0	0.0	i
Cc1ccc(C(=O)NNC(=S)Nc2cccc3ccccc23)s1	27.2	-0.7	17.2	-4.5	-3.9	11.0	.	2.5	8.8	-1.7
COC(CNS(=O)(=O)c1ccc(Cl)cc1)c1ccccc1 (stereo unspecified)	-9.2	-0.4	-22.9	3.6	4.5	-0.1	3.8	-1.2	-1.7	i
CN(C)C(=O)CSc1nnc(-c2cccs2)n1-c1ccccc1	-9.0	3.8	16.6	4.1	-0.1	5.9	0.8	1.4	0.3	i
Cc1ccc(NC(=O)C2CC(=O)N(c3ccc4c(c3)OCCO4)C2)cc1S(=O)(=O)N(C)C (stereo unspecified)	6.5	-0.5	.	11.5	-1.2	0.8	0.3	-1.9	.	1.4
COc1nc(OC)nc(N(C)CCO)n1	-12.2	-2.2	18.0	-2.0	17.6	-0.2	.	-1.0	4.4	i
Cc1nonc1-c1csc(N)n1	-4.6	-3.6	21.8	-5.3	-14.8	-9.8	-0.1	-0.3	4.5	i
CCOc1ccc(NC(=O)c2nn(C)c(C(=O)Nc3ccc(OCC)cc3)c2[N+](=O)[O-])cc1	-3.9	7.8	-6.4	3.3	8.3	-0.5	-0.2	-0.8	1.4	0.8
CC1CCN(c2ccc(NC(=O)c3ccc([N+](=O)[O-])o3)cc2)CC1	29.2	-3.0	.	-14.5	8.0	2.0	1.9	0.0	.	5.0
CCCCCCNC(=O)c1cc(S(=O)(=O)N2CCc3ccccc32)ccc1F	6.2	-8.6	-9.1	0.9	1.4	-1.9	-0.1	1.9	2.2	-1.9
CCC(=O)Nc1cccc(NC(=S)NC(=O)c2ccccc2C)c1	4.5	-5.6	11.5	7.3	5.2	-5.0	3.2	-0.6	3.4	i
CC(=O)c1ccc(S(=O)(=O)N2CCN(C(=O)/C=C/c3ccc4ccccc4n3)CC2)cc1	4.8	-3.3	25.7	6.9	-3.2	-19.2	-0.3	-0.9	1.5	i
C/C=C/c1ccc(OCCOc2cc(C=O)ccc2OC)c(OC)c1	-3.4	-1.8	-8.5	43.7	-9.7	-0.4	.	39.3*	2.8	0.7
CCCC(=O)N1CCC1(C)C(=O)Nc1cc(OC)c(OC)c(OC)c1 (stereo unspecified)	.	-2.9	.	5.8	.	.	0.0	.	.	-0.2
CCc1cccc(NC(=O)COC(=O)c2c(C)nn(-c3ccccc3)c2C)c1	.	-0.1	.	30.2	-5.3	.	0.3	.	.	i
COc1ccc(-n2c(SCC(=O)Nc3ccc(C(N)=O)cc3)nc3c([nH]c4ccccc43)c2=O)cc1OC	4.4	-0.1	7.7	14.3	-1.3	-19.3	0.2	-2.2	-2.6	i
COc1ccccc1NC(=O)c1cccc2c(Br)cccc12	-85.8	-11.1	-3.5	1.6	3.2	-11.5	-0.4	4.4	-3.7	-0.1
Clc1ccc(-c2cc(C3CCNCC3)[nH]n2)cc1	-12.6	-2.2	8.6	4.5	11.0	1.2	1.1	-0.7	3.7	-0.3
CCOc1ccc(NC(=O)CN(C)C(=O)c2cccnc2Sc2ccc(C)cc2C)cc1OCC	16.9	-8.4	.	7.1	5.4	.	0.6	1.2	.	i
O=C(c1cc(-c2ccncc2)nc2ccc(Br)cc12)N1CCN(Cc2ccc3c(c2)OCO3)CC1	-5.3	-1.2	34.8	2.0	15.3	6.2	2.7	-2.1	2.2	-2.8
O=C(CCN1CCCCC1)c1ccccc1	-7.9	0.8	11.6	0.9	4.8	4.7	-0.4	4.8	-2.0	-0.2
COC(=O)c1ccccc1NC(=O)CN(c1ccc(OC)cc1)S(C)(=O)=O	-15.0	-4.5	13.6	2.6	-4.6	9.1	.	2.3	-3.0	-0.2
Cc1cccc(C(=O)O/N=C(\N)c2cccc([N+](=O)[O-])c2)c1	.	-5.1	35.6	2.1	7.5	1.5	2.1	-1.1	6.0	-0.3
Cc1ccc(C)c(N2CCN(S(=O)(=O)c3ccc4c(c3)oc(=O)n4C)CC2)c1	-9.7	1.6	21.3	6.9	-4.8	12.3	.	13.8	-3.6	-0.4
O=C(O)/C=C/c1ccc(S(=O)(=O)NCc2ccco2)cc1	-1.1	-10.7	-4.0	-2.6	-1.7	-2.5	0.6	-0.7	1.5	i
COc1ccc(S(=O)(=O)N2CCC(C(N)=O)CC2)cc1	-0.8	-7.6	.	-0.9	3.8	8.2	-1.1	-0.4	-2.2	-0.2
Cc1ccccc1C1NC(=S)NC2=C1C(=O)CC(C)(C)C2 (stereo unspecified)	-12.7	-2.5	29.8	3.0	-2.3	-12.1	2.1	2.2	3.4	-1.4
COc1ccc(S(=O)(=O)Nc2cc(C(=O)NC3CCCCCC3)ccc2N2CCOCC2)cc1	-0.2	-3.3	22.6	27.9	-8.6	-7.7	.	2.3	0.7	-6.2
COc1ccc(OCc2cc(C(=O)NCCN3CCCC(O)C3)no2)c(Cl)c1 (stereo unspecified)	8.3	-0.8	6.2	-3.6	-2.0	2.2	1.1	0.7	1.3	i
CCc1cc(C(=O)NNC(=S)NCc2ccccc2)cs1	0.3	-0.9	27.0	2.2	-1.5	-9.0	.	-0.1	8.8	-0.4
CSc1nc2ccc(NC(=O)c3c(-c4ccccc4)noc3C)cc2s1	-1.1	3.8	23.3	13.0	-2.3	-6.8	0.4	3.5	-2.8	0.5
COc1ccc(NC(=O)CSc2nc3ccsc3c(=O)n2CCCCCC(=O)O)cc1	-6.5	5.0	19.9	2.4	7.4	-4.4	-0.7	-0.1	-0.3	i
COc1ccc(S(=O)(=O)NCC(c2ccc(F)cc2)N2CCOCC2)cc1Br (stereo unspecified)	1.2	0.2	.	6.7	-1.3	.	0.5	-0.3	.	-1.0
CCc1nn(C(C)C(=O)NCc2ccc(Cl)cc2)c(=O)c2cc3occc3n12 (stereo unspecified)	11.2	1.3	15.0	30.1	-1.8	-25.4	0.9	2.1	-5.4	i
CCCCCn1c(=O)c(C(=O)Nc2cc(C)ccn2)c(O)c2ccccc21	11.5	3.5	0.1	-3.6	-3.8	5.5	1.2	-1.8	-1.5	-0.3
CC1(C(=O)NS(=O)(=O)c2ccc(F)cc2F)CCN1C(=O)Cc1ccccc1 (stereo unspecified)	.	-5.9	.	-0.4	.	.	0.6	.	.	i
Cc1ccc(NC(=O)NNC(=O)Cn2nc(-c3ccccc3)c(-c3ccccc3)c(C#N)c2=O)cc1	16.4	5.4	13.2	19.2	-0.3	-5.6	.	0.3	3.8	-0.5
Cc1cc(F)ccc1S(=O)(=O)N(CC(=O)N1CCOCC1)CC(=O)N1CCOCC1	-2.9	-3.0	.	-8.6	-7.7	-3.0	0.5	0.1	.	i
(continued)
SMILES	PriA SSB inh	Anthrax LF prot	VHR inh abs	Yp Topo-I inh	MazEF act	Rv3671c protease	TcdB inh	PfHsp40 yeast	3CLpro inhibitor	BH1578 lux ind
CC(C)CNC(=O)c1cccc(NC(=O)C(C)C)c1	1.5	0.5	8.2	-4.2	-0.8	-6.2	0.4	-0.4	0.5	-0.4
Cc1ccc(NC(=O)C(C)N=C2NS(=O)(=O)c3ccccc32)cc1F (stereo unspecified)	-1.6	-6.6	7.4	-5.3	9.7	-10.3	0.1	-0.3	-1.7	0.6
c1ccc(N2CCN(Cc3nnnn3C3CCCCC3)CC2)cc1	-2.3	-2.0	4.4	13.8	-3.6	2.4	1.5	-0.5	-1.5	3.1
Cc1nc2nc(SCC(=O)C(C)(C)C)[nH]c2cc1Br	5.0	0.6	-10.8	4.2	-2.8	1.3	.	-1.1	-0.4	i
COCCNC(=O)c1ccc(S(=O)(=O)c2ccc(Cl)cc2)c(NC(C)=O)c1	-16.6	18.5	13.8	7.9	2.8	13.3	2.1	-1.0	-0.9	-1.0
CN(CC(=O)Nc1ccccc1Cl)C(=O)c1cccc(S(=O)(=O)N2CCN(c3ccccc3)CC2)c1	0.0	1.5	.	19.6	-1.5	.	2.4	0.0	.	i
CCCN(CCC)S(=O)(=O)c1cccc(-c2csc(C)n2)c1	-54.9	-2.5	17.2	36.0	2.0	1.9	0.3	0.5	3.1	-0.3
CCOC(=O)c1nnn(CC(=O)Nc2cccc(F)c2)c1C(=O)OCC	-16.7	1.0	18.1	-8.6	6.1	0.9	.	-1.3	3.4	i
N#C/C(=C(/O)COC(=O)CSc1ccc(Cl)cc1)c1nc2ccccc2[nH]1	2.2	0.1	32.7	-2.4	23.3	3.0	0.3	-1.7	-1.5	-3.3
O=C(COc1ccc(NC(=O)c2ccccc2)cc1)c1ccccc1	-10.5	.	-2.5	0.5	9.9	6.9	0.8	0.7	3.3	i
CCN1CCn2c1nc(N1CCCCC1)nc2=O	-14.4	2.3	-0.5	1.3	-11.2	3.9	.	-0.9	-3.4	-3.6

Not all compounds are listed, so the mix of outcomes need not match the whole.
